FN deposit inh = inhibitors of fibronectin matrix deposition, primary screen, AH1F cells, Alexa488-fibronectin fluorescence, plate reader; 350,000 compounds, 0.086% hits; AH1F fibroblasts, overnight; inhibition, % at 12.6 µM;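 active = mean inhibition across replicates of 30% or more, regardless of how many single replicates reach that level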;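 also: positive control wells lacked labelled fibronectin entirely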
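Assay system: AH1F fibroblasts assembling fluorescent fibronectin matrix; Amount: 10000 AH1F cells per well; Buffer or medium: DMEM, 2% serum; Probe or stimulus: Alexa488-fibronectin, 24 nM final in well; Doses: single compound dose, delivered by pin transfer; Incubation: 1 h adhesion, overnight exposure; Measured by: fluorescence 485/525 nm; Read-out: fibronectin deposition inhibition.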
CASP6 VEID inh = human caspase-6 inhibitors, primary screen, biochemical, VEID-R110 fluorescence, single point, set 2; AID 686996, 2013; inhibition, % at 12.5 µM; purified caspase-6, Z-VEID-R110 cleavage fluorescence; 350,000 compounds, 0.53% hits; P55212;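 active = mean inhibition across replicates at least about 35%, with every replicate also reaching that limit, limit read from the data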;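 also: 0% = median of neutral control wells and 100% = no fluorescence left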
Target sequence (P55212 24-179 limits assumed): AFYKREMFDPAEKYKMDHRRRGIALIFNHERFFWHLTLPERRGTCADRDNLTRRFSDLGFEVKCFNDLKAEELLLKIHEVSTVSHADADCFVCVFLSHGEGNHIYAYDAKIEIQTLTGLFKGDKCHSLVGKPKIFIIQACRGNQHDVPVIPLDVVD
Target sequence (P55212 194-293 limits assumed): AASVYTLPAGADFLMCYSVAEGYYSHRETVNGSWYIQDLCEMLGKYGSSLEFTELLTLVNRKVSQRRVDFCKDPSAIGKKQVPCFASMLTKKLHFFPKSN
SIRT5 inh = SIRT5 desuccinylase inhibitors, primary screen, biochemical, fluorescence imaging, single point, set 5. NAD-dependent protein deacylase sirtuin-5, mitochondrial (Homo sapiens), Q9NXA8. Purified SirT5, succinyl-peptide AMC, trypsin-coupled fluorescence. inhibition, % at 15 µM. 330,000 compounds, 1.1% hits. AID 652115, 2013; in the data active = inhibition above about 15%
Target sequence (Q9NXA8 whole entry, looked up): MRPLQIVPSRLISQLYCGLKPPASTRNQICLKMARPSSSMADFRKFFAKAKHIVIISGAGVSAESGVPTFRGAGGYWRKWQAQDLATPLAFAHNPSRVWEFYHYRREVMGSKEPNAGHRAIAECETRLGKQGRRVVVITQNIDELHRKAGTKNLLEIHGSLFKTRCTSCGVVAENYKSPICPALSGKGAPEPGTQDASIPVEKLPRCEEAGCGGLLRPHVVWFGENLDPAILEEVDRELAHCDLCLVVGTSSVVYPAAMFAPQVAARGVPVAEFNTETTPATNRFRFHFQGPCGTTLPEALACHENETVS
esBAF inh = Bmi1 luciferase reporter increase in mESCs, primary screen, esBAF inhibitor project, mouse ES cells, Bmi1 luciferase knock-in, single point | 24 h; 100% = twice the neutral-well signal | reporter increase, % at 12.5 µM | 350,000 compounds, 2% hits; in the data active = activation above about 40%;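 also: 0% = median of the plate's neutral control wells and 100% = double that signal; a rise in the Bmi1 reporter signal indicates esBAF inhibition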
LGR2 antag = inhibitors of bursicon-induced LGR2 CRE-luciferase signal, primary screen, cell-based, HEK293, CRE-luciferase reporter, bursicon stimulation; bursicon-stimulated, 4 h; inhibition, % at 9.99 µM; Drosophila bursicon receptor LGR2 (rickets); 380,000 compounds, 0.35% hits;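 active = drop in luminescence signal, shown as inhibition above about 50% in the replicate tests, limit read from the data, passing the limit was not always enough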;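 also: agonist challenge used bursicon conditioned medium at about half maximal strength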
S100A4 inh HTS = inhibitors of S100A4-myosin IIA peptide binding, primary screen, biochemical, fluorescence polarization, TAMRA-MyoIIA peptide; Protein S100-A4 (Homo sapiens), P26447; inhibition, % at 10.7 µM; 360,000 compounds, 0.14% hits; AID 652163, 2013;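 active = mean inhibition of at least 70% across replicates, with every replicate also reaching that level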
Target sequence (P26447 whole entry, looked up): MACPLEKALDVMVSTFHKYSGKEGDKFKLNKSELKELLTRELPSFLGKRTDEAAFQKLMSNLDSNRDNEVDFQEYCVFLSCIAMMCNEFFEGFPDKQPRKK
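Test system: S100A4 monomer protein; Medium: HEPES pH 7.2 with CaCl2, KCl, NaCl, DTT, Triton; Probe or stimulus: TAMRA-labelled myosin IIA heavy-chain peptide probe, 5 nM; Doses: one dose per compound; Times: polarization read 5 min after assay mix addition, stable 5–60 min; Benchmarks: neutral control DMSO, positive control TFP.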
C2C12 statin = suppressors of statin myotoxicity in C2C12 myotubes, primary screen, cell-based, single point, plate reader; C2C12 myotubes + simvastatin, ATP luminescence, 48 h; scaled: DMSO 0, geranylgeraniol control 100; AID 602340, 2012; rescue of ATP level, % at 7.49 µM; 330,000 compounds, 0.78% hits;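 active = mean ATP rescue above about 67%, or every replicate alone reaching that limit, limit read from the data, passing the limit was not always enough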;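 also: myotubes were challenged with 10 µM simvastatin during compound exposure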
An asterisk follows results filed as active; · = not tested or not shown; & = joins results of further samples. Only part of the results is shown (hit frequency here may not be typical).

SMILES	FN deposit inh	CASP6 VEID inh	SIRT5 inh	esBAF inh	LGR2 antag	S100A4 inh HTS	C2C12 statin
CCN(C(=O)CSc1nnc(-c2ccccc2)o1)c1c(N)n(Cc2ccccc2)c(=O)[nH]c1=O	6	10	-1	-6	5	1	0
COc1ccccc1Oc1coc2c(CN3CCOCC3)c(O)ccc2c1=O	-3	-4	-9	9	-6	-2	14
CCOc1ccc(CCNC(=O)CCn2ccc3cc(S(=O)(=O)N4CCCC4)ccc32)cc1	4	0	2	2	4	0	1
O=C(/C=C/c1ccccc1)N/C(=C/c1ccccc1)C(=O)Nc1ccc(C(=O)O)cc1	-16	2	1	0	3	6	-1
N#Cc1ccc(C(=O)NN2C(=O)NC3(CCCCC3)C2=O)cc1	2	2	-2	3	-13	-4	0
Oc1ccc(Cl)cc1C=Nc1ccc2c3c(cccc13)CC2	-7	-2	-6	·	9	3	·
Cc1onc(-c2ccccc2)c1C(=O)O/N=C(\N)c1ccc([N+](=O)[O-])o1	2	-1	1	·	19	-7	·
CCCNC(=O)[C@@H]1[C@@H](CO)[C@@H]2Cn3c(cccc3=O)[C@@H]2N1C(=O)C1CCCC1	·	0	2	-5	20	-6	13
COc1ccc(CN(C)C[C@@H]2Oc3ccc(NS(=O)(=O)c4c(C)noc4C)cc3C(=O)N([C@@H](C)CO)C[C@@H]2C)cc1	11	0	-2	-10	-16	13	·
CS(=O)(=O)N(CCCC(=O)N1CCCCCC1)c1cccc(Cl)c1	20	1	-2	-1	-10	3	0
COc1ccc(S(=O)(=O)Nc2ccc3c(c2)C(=O)N([C@@H](C)CO)C[C@H](C)[C@@H](CN(C)S(=O)(=O)c2ccc(Cl)cc2)OCCCC[C@@H](C)O3)cc1	3	1	9	6	15	41	·
O=C(NC(=S)N1CCc2ccccc21)c1ccccc1Cl	-3	-4	-1	15	-29	-5	-17
Cc1ccccc1N1C(=O)CC(N2CCN(C(=O)c3ccco3)CC2)C1=O (stereo not given)	9	1	-1	-1	21	-3	2
CC(=O)Nc1ccc(NC(=O)C23CC4CC(C2)CC(n2cnc(Br)n2)(C4)C3)cc1	13	1	0	·	18	1	·
Cc1ccccc1S(=O)(=O)Nc1ccc2c(c1)C(=O)N(C)[C@H]1CC[C@H](CC(=O)O)O[C@@H]1CO2	5	·	·	2	-5	·	-16
COc1cccc(NC(=O)N(C)C[C@@H]2OCc3cn(nn3)CCCC(=O)N([C@H](C)CO)C[C@@H]2C)c1	-1	·	·	3	-6	·	4
Cc1ccc(C(=O)Nc2cccnc2)cc1S(=O)(=O)N1CCCC1	7	-7	-4	18	2	-4	-3
Cc1ccc(N(CC(=O)N/N=C/c2cccs2)S(C)(=O)=O)cc1	4	3	-3	·	·	18	·
COc1ccc(N(C(=O)c2snc(C(N)=O)c2N)C(C(=O)NCc2ccc(F)cc2)c2ccc(C)o2)c(OC)c1 (stereo not given)	-5	0	-9	-4	10	-7	-21
O=C1CCC(C(=O)N2CCC(O)CC2)CN1CCc1ccc(Cl)cc1 (stereo not given)	5	3	-1	-6	7	3	-7
O=C(C[C@H]1C=C[C@H](NC(=O)Cc2ccccn2)[C@@H](CO)O1)NCCc1ccncc1	-2	-3	11	0	-7	2	-11
CCOC(=O)c1[nH]c(C)c(C(=O)Nc2cccc(Cl)c2C)c1C	8	·	·	27	-6	·	-14
O=C(O)[C@@H]1[C@@H](CO)[C@@H]2Cn3c(ccc(-c4cncnc4)c3=O)[C@@H]2N1C(=O)C1CCCC1	·	1	-6	·	-9	-1	·
Cn1cc(CN2CCN(c3cnccn3)CC2)c(-c2cccc(Cl)c2)n1	-4	-1	-3	-7	2	-3	0
COc1cc(C(=O)NCc2ncccc2C)ccc1OC1CCN(C(C)=O)CC1	6	4	-8	-6	2	-7	-1
Cn1cnc(S(=O)(=O)N2CC[C@@H]3[C@H](CO)Nc4ccc(-c5ccc(F)cc5)cc4[C@@H]32)c1	-34	-1	-4	11	-12	30	-10
COc1ccc(NC(=O)N(C)C[C@@H]2Oc3ccc(NC(=O)Nc4ccc(F)cc4)cc3CC(=O)N([C@H](C)CO)C[C@H]2C)cc1	·	-1	-3	5	-5	-3	24
Cc1noc(C)c1NC(=O)N(C)C[C@@H]1Oc2ccc(NC(=O)Cc3ccccc3)cc2C(=O)N([C@@H](C)CO)C[C@H]1C	·	-4	1	1	26	15	0
C=C(C)CNC(=O)c1ccc(OC2CCN(S(=O)(=O)N(C)C)CC2)cc1	·	0	0	·	-10	-3	·
C[C@H]1CN([C@@H](C)CO)C(=O)Cc2cc(NS(=O)(=O)c3cn(C)cn3)ccc2O[C@@H]1CN(C)Cc1ccccc1	·	-3	-1	1	7	-34	9
CC(C)C[C@H]1CNC(=O)C(=O)N1C[C@@H]1CCCN1C[C@H](Cc1ccccc1)N1C[C@H](CC(C)C)N(CCc2ccccc2)C(=O)C1=O	-13	2	-4	·	9	-11	·
COc1ccc(OC(F)(F)F)cc1CC1(C)C(=O)Nc2ccc(-c3ccsc3)cc21 (stereo not given)	-2	0	0	-2	-1	-1	9
COc1ccc([N+](=O)[O-])cc1NS(=O)(=O)c1ccc(C(=O)N2CCCC2)cc1	34*	2	1	-7	-1	-4	17
Cc1ccc2cc3c(nc2c1)N(c1ccccc1)CC3	0	-1	-6	0	-8	-14	0
O=C(COc1ccc([N+](=O)[O-])cc1)NN=C1CCCC1	·	4	·	-5	0	3	1
O=C(c1ccco1)N1CCN(S(=O)(=O)c2ccc(S(=O)(=O)NC3CCCC3)cc2)CC1	·	-1	-3	-1	0	7	-2
O=C(Cn1c(NCCO)nc2ccccc21)NCC(F)(F)F	4	-2	1	-1	10	6	-5
COc1ccc(NC(=O)Nc2ccc3c(c2)C(=O)N([C@@H](C)CO)C[C@H](C)[C@@H](CN(C)C(=O)Nc2cccc4ccccc24)O3)cc1	-9	0	5	4	10	3	-10
COc1cccc(-c2ccc3nnc(SCC(=O)Nc4ccc(NC(C)=O)cc4)n3n2)c1	-2	0	-1	-7	13	9	-12
CCOC(=O)N1CCC(N(CCN(C)C)C(=S)Nc2ccccc2C)CC1	-1	-14	-6	·	-6	1	·
COC(=O)c1ccc(C)c(NC(=O)CN(c2ccccc2)S(=O)(=O)N(C)C)c1	2	2	-5	·	-1	-4	·
CC(=O)n1cc([C@H]2C=C(C(=O)N3CCN(Cc4ccccc4)CC3)O[C@@H](OCc3ccc(CO)cc3)C2)c2ccccc21	-11	0&2	4	1	-10	0&10	-9
COc1ccc2c(COC(=O)c3ccc(C)c(S(=O)(=O)N4CCOCC4)c3)cc(=O)oc2c1	-6	-1	-3	16	-14	-5	-4
O=C(Cc1ccccn1)N1CC(=O)N2[C@H](CO)[C@H](c3ccc(C#CC4CCCC4)cc3)[C@@H]2C1	-2	0	1	·	16	1	·
CCN(CC)c1nc(=S)nc(NC(C)(C)C)[nH]1	·	-4	-2	·	14	-5	·
O=C(CSc1cccc[n+]1[O-])Nc1ccc(C(F)(F)F)cc1[N+](=O)[O-]	4	-2	-3	·	13	-22	·
N#C[C@@H]1[C@H](c2ccc(C#CC3CCCCC3)cc2)[C@@H](CO)N1C(=O)Cc1ccccn1	-8	0	-2	3	-1	-9	22
Cc1noc(C)c1S(=O)(=O)Nc1ccc2c(c1)CC(=O)N([C@@H](C)CO)C[C@H](C)[C@@H](CN(C)CC1CC1)O2	·	3	·	-1	-22	2	10
Cn1cnc(CCNC(=O)C[C@@H]2CC[C@H]3[C@@H](COC[C@H](O)CN3C(=O)Nc3ccc(C(F)(F)F)cc3)O2)c1	-5	·	·	-4	24	·	-1
COC(=O)Cc1csc(NC(=O)c2ccc3ncsc3c2)n1	-5	3	0	26	-71	-9	2
CCOCCc1nnc(NC(=O)C(CC)c2ccccc2)s1 (stereo not given)	-7	·	·	-7	-1	·	116*
CCN(CC)c1ccc(NC(=O)c2ccc3c(c2)c(C)c(C)n3C)cc1	4	-6	-4	·	-5	2	·
O=C(C1=C[C@@H](C2CC2)C[C@@H](OCCCCO)O1)N1CCCCCCC1	·	2	-3	·	·	29	·
CC(c1ccccc1)c1nnc(NC(=O)c2ccc3c(c2)OCO3)s1 (stereo not given)	3	4	-4	·	-20	1	·
C[C@H](CO)N1C[C@H](C)[C@H](CN(C)S(=O)(=O)c2cn(C)cn2)Oc2cc(C#Cc3cccc(F)c3)ccc2S1(=O)=O	2	1	4	-4	-1	-29	6
COc1ccc(Cc2nc3ccc(C(=O)N4CCCCC4CCO)cc3o2)cc1 (stereo not given)	0	1	0	9	3	-1	5
CCN(CC)c1ccc(C2C(C(=O)OCCOC)=C(C)NC3=C2C(=O)CCC3)cc1 (stereo not given)	·	-2	2	2	4	0	28
O=C(Nc1ccccc1-c1ccccc1)c1ccc(=O)[nH]n1	2	0	-1	43*	-23	0	-7
Cc1ccc(NC(=O)c2ccccc2OCc2ccc([N+](=O)[O-])cc2)nc1	10	0	1	·	-23	-10	·
O=C(Nc1nc(SCc2ccc(F)cc2)ns1)c1ccco1	·	10	·	28	-43	-2	8
The list goes on.
SMILES	FN deposit inh	CASP6 VEID inh	SIRT5 inh	esBAF inh	LGR2 antag	S100A4 inh HTS	C2C12 statin
CCCC(=O)Nc1cccc(-c2nc3ccccc3c(=O)o2)c1	-9	4	-1	·	21	-23	·
CC1=C(C(=O)N(C(C)C)C(C)C)CC(CC(=O)NC(c2ccccc2)c2ccccc2)C(=O)N1Cc1ccc(C(C)(C)C)cc1 (stereo not given)	·	-2	·	7	14	-2	-14
COc1cc(NC(=O)C2CCN(c3cnccn3)CC2)cc(OC)c1OC	1	-2	-5	-7	-6	-1	-1
NC(=O)c1ccccc1OCC(=O)N1CCC(Cc2ccccc2)CC1	10	10	-7	-23	·	19	-10
CCCCNc1c(N2CCN(C(=O)OCC)CC2)c(=O)c1=O	2	-1	·	-7	-1	14	9
CCOc1ccc(OCC)c(S(=O)(=O)NCc2ccc3c(c2)OCO3)c1	-1	0	3	-1	2	0	-139
O=C(NCC(c1cccs1)N1CCOCC1)c1cn(-c2ccccc2)nc1-c1ccc(F)cc1 (stereo not given)	-4	-1	-1	·	0	-5	·
CC(/C=C/c1ccccc1)=N/NC(=O)c1cccc(Br)c1	-6	-3	-1	·	-9	2	·
S=C(Nc1ccccc1)N(Cc1ccccc1)Cc1ccncc1	-3	0	0	-3	4	-1	8
CC(=O)Nc1c(C(=O)N2CCCCCC2)cnn1-c1ccccc1Cl	-1	·	·	2	·	·	-9
O=C(NC1CC2CCCC(C1)N2Cc1ccc(F)cc1)c1ccc(F)cc1 (stereo not given)	-1	8	-3	6	8	-7	-11
